SIAH1 antagonists: blockers of Siah-1 interaction with plectin peptide – biochemical, fluorescence polarization, rhodamine-plectin, uHTS, primary screen (AID 1817) | Siah-1 / rhodamine-plectin peptide fluorescence polarization; higher % means a stronger effect | displacement, % at 20 µM, or IC50 in µM where a hit was titrated | 290,000 tested, 0.02% active;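 active = displacement of at least 50% at 20 µM, with a fluorescence ratio check between 0.3 and a set limit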;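 note: plate controls were Siah plus tracer with DMSO for no effect and tracer alone without Siah for full effect; strong numbers were not always called active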
MgcRacGAP inhibition: MgcRacGAP GTPase-activating activity inhibitors, confirmation, biochemical, ADP Hunter fluorescence. MgcRacGAP-stimulated Rac1 GTP hydrolysis, ADP Hunter fluorescence; higher % means a stronger effect; GST-tagged Rac1 F28L mutant substrate. inhibition, % at 30 µM; hits with a dose series show IC50 in µM. 340,000 tested, 0.6% active;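 active = first-screen hits whose inhibition reached a set limit at any dose in the follow-up dose series; inconclusive = inhibition above the set first-screen limit but never retested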;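 note: fluorescence reports GDP produced by GAP-driven GTP hydrolysis; strong numbers were not always called active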
HIV fusion peptide: inhibitors of HIV fusion peptide binding, primary screen, biochemical, uHTS, fluorescence dequenching (AID 1986). cell-free peptide binding, fluorescence dequenching, 30 min; higher % means a stronger effect. inhibition, % at 20 µM, or IC50 in µM where a hit was titrated. 290,000 tested, 0.3% active; in the data active = inhibition mostly above about 52%, no sharp cut-off; inactive = mostly below about 76%; note: some results filed as inactive read as strong as hits
RSV antiviral HEp-2: RSV antiviral activity via CPE protection, HEp-2 cells, primary 10 µM value included (AID 2391); HEp-2 cells, RSV-induced CPE inhibition; higher % means a stronger effect; 310,000 tested, 0.13% active; one-dose CPE inhibition, % at 10 µM; IC50 in µM for titrated hits; in the data active = a potency from the dose series; inconclusive = CPE inhibition mostly from about 23% at the one dose, without a potency; inactive = the rest, 99 in 100 with CPE inhibition below about 21%; note: strong numbers were not always called active
LYP inhibition: inhibitors of LYP phosphatase, biochemical, fluorescence intensity, uHTS (AID 1779). recombinant LYP phosphatase, fluorescence intensity; higher % means a stronger effect. inhibition, % at 11.5 µM, or IC50 in µM where a hit was titrated. 290,000 tested, 0.054% active; in the data active = inhibition above about 50%;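 note: plate controls were vehicle with enzyme for no effect and no enzyme for full effect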
NS5 inhibitors: Dengue-2 NS5 methyltransferase inhibitors, primary screen, biochemical, confirmation dose response (AID 588689); 340,000 tested, 0.3% active; Dengue-2 NS5 methyltransferase capping enzyme assay, biochemical; higher % means a stronger effect; inhibition, % at 25 µM, or IC50 in µM where a hit was titrated; in the data active = a potency from the dose series; inconclusive = inhibition above about 29% without an active follow-up result
SV40 large T antigen: TAg ATPase/helicase activity blockers – biochemical (AID 1903). SV40 large T antigen ATPase/helicase inhibition assay; higher % means a stronger effect. inhibition, % at 20 µM; hits with a dose series show IC50 in µM. 310,000 tested, 0.39% active; in the data active = a potency from the dose series; inconclusive = inhibition mostly from about 32% at the one dose, without a potency; inactive = the rest, 99 in 100 with inhibition below about 32%; note: strong numbers were not always called active
AID2073: disruptors of CaV2.2 binding to Mint1 – biochemical, HTRF (AID 2073) | HTRF protein-protein interaction, Mint1-CaV2.2; higher % means a stronger effect | 290,000 tested, 0.19% active | inhibition, % at 20 µM, or IC50 in µM where a hit was titrated; in the data active = inhibition mostly above about 51%, no sharp cut-off; inconclusive = no clear call, values can overlap the other calls; inactive = mostly below about 53%; note: some results filed as inactive read as strong as hits
XIAP displacement: XIAP antagonists, biochemical, IAP family, fluorescence polarization (AID 1018). XIAP BIR domain, fluorescence polarization peptide displacement; higher % means a stronger effect. one-dose displacement, % at 20 µM; IC50 in µM for titrated hits. 200,000 tested, 0.007% active; in the data active = displacement above about 50%; note: a part of the inactive calls stands beside numbers as strong as those of hits
Starred values were filed as active, the others as inactive; ? = inconclusive; . = no result given.

Results follow in this order: SIAH1 antagonists | MgcRacGAP inhibition | HIV fusion peptide | RSV antiviral HEp-2 | LYP inhibition | NS5 inhibitors | SV40 large T antigen | AID2073 | XIAP displacement
- O=C(O)c1ccc(Cl)c(S(=O)(=O)Nc2ccc(OCc3ccccc3)cc2)c1
    0% | 5% | 34% | 6.3% | -3% | 0% | 8% | 2% | .
- CCOC(=O)c1ccccc1NC(=O)C1CC(=O)N(C(C)(C)C)C1 (stereo not drawn)
    4% | 0% | -0.4% | 1.1% | -9% | -8% | 14% | -1% | .
- COc1cc2c(cc1OC)CN(S(=O)(=O)c1ccc3c(c1)OCCO3)CC2
    2% | 6% | -2.2% | 5.9% | -6% | 3% | 4% | -7% | -5.5%
- CC1(C)CC(=O)C(C(O)c2cccc([N+](=O)[O-])c2)C(C)(C)N1 (stereo not drawn)
    -6% | 14% | 0.6% | 0.5% | -10% | 1% | 4% | 2% | .
- Cc1cc(-c2ccccc2)[nH]c(=O)c1S(=O)(=O)c1ccc(Cl)cc1
    0% | 12% | 2.0% | 2.4% | 0% | -1% | 22% | 34% | 0.6%
- O=C(/C=C/c1ccc(Cl)cc1Cl)NCCN1CCOCC1
    3% | -1% | 1.1% | 0.1% | -4% | -4% | 18% | 4% | -1.8%
- Cc1ccc(S(=O)(=O)N(C)c2ccc(C(=O)Nc3ccccc3C(=O)N3CCOCC3)cc2)cc1
    -4% | -3% | 0.5% | 2.7% | -8% | 13% | -1% | 10% | .
- Cc1[nH]c(=O)c(C#N)c(C)c1Cl
    13% | -15% | -0.7% | -0.8% | -9% | 4% | 10% | 2% | .
- O=C(NCCOc1ccc(F)cc1)C1CCC(=O)N(CC2CCCCC2)C1 (stereo not drawn)
    -6% | 9% | -0.9% | 3.6% | -10% | -7% | 5% | 6% | .
- CC(C)C(NS(=O)(=O)c1ccc2c(c1)C(C)(C)C(=O)N2C)C(=O)NCc1ccccc1Cl (stereo not drawn)
    1% | 6% | -0.1% | 1.1% | -12% | 1% | . | -4% | .
- Cc1ccccc1Nc1nc(Cl)c(C=O)s1
    5% | 7% | 14% | 2.4% | 2% | -28% | 0% | 9% | -2.3%
- CN(C)S(=O)(=O)n1cc(/C=C(\NC(=O)c2ccccc2F)C(=O)N2CCOCC2)c2ccccc21
    5% | -13% | 1.4% | 3.5% | -8% | 3% | 13% | 4% | .
- CCCCc1[nH]c(=O)c(C#N)c2c1CSC(C)(C)C2
    4% | 13% | 15% | -0.3% | -1% | 9% | 7% | -3% | -13%
- CCOC(=O)N1CCN(c2ncnc3scc(-c4ccccc4)c23)CC1
    -3% | 8% | -0.7% | 4.7% | 0% | -10% | 6% | 7% | .
- Cc1cc(C)nc(-n2nc(C)c3c(C(F)(F)F)cc(=O)[nH]c32)n1
    -1% | 5% | 1.0% | 1.9% | 5% | -6% | 3% | 12% | -5.4%
- CC(C)CC1Nc2ncnc(N3CCN(c4ccccc4)CC3)c2N(Cc2ccc(Cl)cc2)C1=O (stereo not drawn)
    . | 2% | . | 21% | . | -12% | 7% | . | .
- CC(=O)Oc1ccc2c(=O)c(N3C(=O)c4ccccc4C3=O)c(C)oc2c1
    1% | 9% | 0.1% | 0.9% | -6% | 1% | 8% | 3% | -8.6%
- COCCCNC(=O)Cn1cc2c(n1)CCCCC2
    -4% | -2% | -1.4% | 0.3% | -2% | 1% | 4% | 2% | -3.1%
- N#Cc1c(NC(=O)CSc2ncn(-c3ccccc3)n2)sc2c1CCCC2
    -6% | 3% | -1.5% | 4.0% | 4% | -1% | 20% | -11% | -0.4%
- CN1CCN(C(=O)C2CCC(=O)N(CCc3cccc(F)c3)C2)CC1 (stereo not drawn)
    1% | 4% | -1.3% | -1.4% | -10% | -4% | 24% | 9% | .
- CC(C)OCCCNS(=O)(=O)c1ccc2c(c1)OCCO2
    4% | 0% | 0.9% | 1.7% | -8% | 0% | 9% | 35% | -4.1%
- COc1ccc2nc3oc(C(=O)N4CCC(C(N)=O)CC4)cc3cc2c1
    0% | 0% | 0.0% | 2.3% | -8% | 9% | -3% | 34% | -2.2%
- CCCN1CCN(CC(O)COC(c2ccc(OC)cc2)c2ccc(OC)cc2)CC1 (stereo not drawn)
    -4% | . | -2.4% | -2.3% | -10% | -2% | -2% | 8% | .
- Cc1oc(C(C)(C)C)cc1C(=O)N1CCCC1C(=O)O (stereo not drawn)
    0% | -3% | 1.6% | 0.4% | -7% | -10% | 8% | 26% | -6.3%
- CCOc1cc(C(=S)N2CCOCC2)ccc1OS(=O)(=O)c1ccccc1
    0% | -6% | -0.4% | 0.4% | 2% | -2% | 12% | -5% | -16%
- O=C(Nc1nc2ccc(F)cc2s1)C1=COCCO1
    . | 10% | . | 1.2% | . | 0% | 10% | . | .
- O=C(c1ccc2c(c1)N(Cc1ccc(F)cc1)CCS2)N1CCOCC1
    -2% | -8% | 0.5% | 1.8% | -3% | -3% | . | 20% | .
- CCOC(=O)N1CCN(C(=O)c2ccc3oc(CCCc4ccccc4)nc3c2)CC1
    -1% | 7% | 0.8% | 2.5% | -4% | 1% | 5% | -6% | .
- Cn1c(SCc2c(Cl)cccc2Cl)nnc1-c1cccs1
    14% | 5% | -2.2% | 5.8% | -2% | -8% | 0% | -1% | 1.7%
- Cc1ccc(/C=C/C(=O)Nc2sc(C)c(C)c2C(=O)OC(C)C)o1
    -5% | 4% | 16% | 1.7% | 7% | -4% | 10% | 28% | -4.6%

Going on with the list:
SMILES | SIAH1 antagonists | MgcRacGAP inhibition | HIV fusion peptide | RSV antiviral HEp-2 | LYP inhibition | NS5 inhibitors | SV40 large T antigen | AID2073 | XIAP displacement
O=c1c2cc(NC(=S)N3CCCC3)ccc2nc2n1CCCCC2 | -1% | 1% | -0.9% | -1.5% | 2% | 1% | 6% | 0% | -3.6%
C(=C/c1ccnc2nc(SC/C=C/c3ccccc3)nn12)/c1ccccc1 | 2% | -1% | -0.8% | 2.1% | 2% | -7% | 6% | -5% | -5.7%
O=C(NCc1cccnc1)Nc1cccc(F)c1 | 0% | 7% | -0.2% | 1.1% | -8% | 4% | 7% | 10% | -3.9%
Cc1ccc(-c2noc(CCC(=O)NCC3CCN(Cc4cccc(C)c4)CC3)n2)cc1 | -1% | 5% | 2.0% | 15% | 4% | -7% | 3% | -3% | -8.0%
O=C(O)C(Cc1ccccc1-c1ccccc1)C(=O)O | 5% | 5% | 3.1% | 2.4% | -2% | 5% | 24% | 11% | .
CC1=CC(C)(C)n2c(O)c(N=N)c3c(C)c(C)cc1c32 | -2% | 12% | -0.3% | ? | -2% | -7% | 22% | -12% | .
O=C(NCC1CCCO1)/C(=C\c1ccc(Cl)cc1)NC(=O)c1ccccc1 (stereo not drawn) | -2% | 16% | -1.5% | 3.8% | -8% | -4% | 3% | -8% | 0.4%
COc1ccc(C(=O)N2CC3(C)C4CCC3(C)C2(C#N)C4)cc1OC (stereo not drawn) | 4% | 3% | 0.0% | 0.1% | 3% | 0% | 9% | -6% | -5.2%
N#CCC(=O)Nn1c(=S)[nH]c2ccccc2c1=O | 5% | 3% | 10% | -2.2% | -6% | 1% | 29% | -5% | -8.2%
CCSC(SCC)[C@H](O)[C@@H](O)[C@H](O)[C@H](O)CO | 2% | 1% | 0.3% | -1.1% | -6% | -3% | 17% | -12% | -4.9%
Cc1ccc(NC(=O)CN(C)C(=O)CCOc2ccccc2C)cc1 | 2% | -4% | -1.9% | 0.7% | -4% | 4% | 2% | -5% | -12%
c1ccc(Cc2nc(-c3ccccn3)no2)cc1 | -3% | 10% | 3.8% | 2.3% | -8% | -1% | -1% | -6% | -2.6%
CCC(CC)C(=O)c1c[nH]c(C(=O)NCCc2ccccn2)c1 | 1% | 9% | -2.0% | 0.7% | -7% | -9% | 6% | -1% | 2.1%
Cc1ccc(-n2c(N)c(C#N)c(-c3ccccc3)c(C#N)c2=O)cc1 | -6% | 8% | 3.0% | 0.9% | 8% | 1% | 14% | 9% | -7.8%
CCOC(=O)N/N=C1\CCS(=O)(=O)c2ccc(Cl)cc21 | 1% | 9% | -2.0% | . | 0% | -2% | 12% | 15% | .
CCc1noc(C)c1C(=O)Nc1nc(-c2cc(OC)ccc2OC)cs1 | . | 7% | . | 1.7% | . | 4% | 9% | . | .
Cc1cc2ncc(-c3ccccc3)nc2cc1C | 2% | 7% | -2.1% | 3.2% | 2% | 1% | 19% | 5% | .
N#CC1=C(SCC(=O)c2ccc(Cl)cc2)NC2=C(C(=O)CCC2)C1c1ccco1 (stereo not drawn) | 2% | 19% | 4.9% | 11% | 2% | -4% | 16% | -5% | -6.9%
Cc1ccc(C(=O)Nc2ccc3c(c2)OCO3)cc1Cl | 16% | 8% | -1.0% | 1.5% | -7% | -9% | 15% | 10% | .
COC(=O)c1ccc(N(CC(=O)NC2CCCCC2)C(=O)CNC(=O)c2ccco2)cc1 | 1% | 7% | -0.2% | 0.0% | -12% | -10% | -1% | 4% | .

In another format: 2 of the compounds above
Compound: CCOC(=O)N/N=C1\CCS(=O)(=O)c2ccc(Cl)cc21
  SIAH1 antagonists: 1%
  MgcRacGAP inhibition: 9%
  HIV fusion peptide: -2.0%
  RSV antiviral HEp-2: .
  LYP inhibition: 0%
  NS5 inhibitors: -2%
  SV40 large T antigen: 12%
  AID2073: 15%
  XIAP displacement: .
Compound: CCc1noc(C)c1C(=O)Nc1nc(-c2cc(OC)ccc2OC)cs1
  SIAH1 antagonists: .
  MgcRacGAP inhibition: 7%
  HIV fusion peptide: .
  RSV antiviral HEp-2: 1.7%
  LYP inhibition: .
  NS5 inhibitors: 4%
  SV40 large T antigen: 9%
  AID2073: .
  XIAP displacement: .

Carrying on:
SMILES | SIAH1 antagonists | MgcRacGAP inhibition | HIV fusion peptide | RSV antiviral HEp-2 | LYP inhibition | NS5 inhibitors | SV40 large T antigen | AID2073 | XIAP displacement
CC(=O)Nc1cccc(C(=O)OC(C)C(=O)Nc2ccc(S(=O)(=O)N3CCCC3)cc2)c1 (stereo not drawn) | . | 9% | . | -1.8% | . | -6% | 12% | . | .
Cc1cccc2sc(N(CCCN(C)C)C(=O)c3sc4ccccc4c3Cl)nc12 | 7% | 8% | 2.9% | 0.3% | -7% | -8% | 11% | 18% | -6.7%
CCOC(=O)c1nnn(-c2ccc(OC)cc2)c1N | 9% | 7% | -1.7% | 0.7% | -7% | -2% | 7% | 1% | 0.6%
CS(=O)(=O)Nc1ccccc1Oc1ccccc1 | -9% | 19% | 0.9% | -1.1% | -3% | 4% | 12% | 2% | -18%
O=C1/C(=C/c2ccccc2F)SC(=S)N1CC(=O)N1CCCCC1c1cccnc1 (stereo not drawn) | 4% | -31% | -0.6% | 2.5% | 0% | -6% | 27% | -7% | .

Structural class, the entries above containing a tert-butyl group (2)
SMILES | SIAH1 antagonists | MgcRacGAP inhibition | HIV fusion peptide | RSV antiviral HEp-2 | LYP inhibition | NS5 inhibitors | SV40 large T antigen | AID2073 | XIAP displacement
CCOC(=O)c1ccccc1NC(=O)C1CC(=O)N(C(C)(C)C)C1 (stereo not drawn) | 4% | 0% | -0.4% | 1.1% | -9% | -8% | 14% | -1% | .
Cc1oc(C(C)(C)C)cc1C(=O)N1CCCC1C(=O)O (stereo not drawn) | 0% | -3% | 1.6% | 0.4% | -7% | -10% | 8% | 26% | -6.3%

Screening data from PubChem.

No enrichment for hits; overall some 1.7% were active at least once.
